KOR beta-arrestin-1 = KOR antagonists, beta-arrestin recruitment, cell-based, luminescence, uHTS (AID 1778); Kappa-type opioid receptor (Homo sapiens); KOR beta-arrestin recruitment, luminescence, antagonist mode; higher % means a stronger effect; inhibition, % at 10 µM; hits with a dose series show IC50 in µM; 290,000 tested, 0.091% active; note: strong numbers were not always called active
NOD2 inhibition = NOD2 signaling inhibitors, cell-based, luminescence, uHTS, HEK293 (AID 1566). HEK293 NOD2/NF-kB luciferase reporter, luminescence; higher % means a stronger effect. inhibition, % at 4 µM, or EC50 in µM where a hit was titrated. 290,000 tested, 0.63% active; note: many of its hits are not listed in these tables
PMI inhibitors = inhibitors of human PMI, primary screen, biochemical, fluorescence intensity, coupled assay (AID 1209). 190,000 tested, 0.42% active. purified PMI enzyme, coupled fluorescence intensity; higher % means a stronger effect. inhibition, % at 20 µM, or IC50 in µM where a hit was titrated;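 note: plate controls were DMSO vehicle for no effect and wells lacking substrate for full effect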
LYP phosphatase = inhibitors of LYP phosphatase, biochemical, fluorescence intensity, uHTS (AID 1779); Tyrosine-protein phosphatase non-receptor type 22 (Homo sapiens); recombinant LYP phosphatase, fluorescence intensity; higher % means a stronger effect; inhibition, % at 11.5 µM, or IC50 in µM where a hit was titrated; 290,000 tested, 0.054% active;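 note: plate controls were vehicle with enzyme for no effect and no enzyme for full effect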
KOR beta-arrestin-2 = KOR agonists, beta-arrestin recruitment, primary screen, cell-based, luminescence, uHTS (AID 1777) | Kappa-type opioid receptor (Homo sapiens) | KOR beta-arrestin recruitment, luminescence; higher % means a stronger effect | activation, % at 10 µM; hits with a dose series show EC50 in µM | 280,000 tested, 0.02% active; in the data active = activation above about 50%, passing the limit was not always enough; note: a part of the inactive calls stands beside numbers as strong as those of hits
XIAP antagonists = XIAP antagonists, biochemical, IAP family, fluorescence polarization (AID 1018); displacement, % at 20 µM; hits with a dose series show IC50 in µM; E3 ubiquitin-protein ligase XIAP (Homo sapiens); 200,000 tested, 0.007% active; XIAP BIR domain, fluorescence polarization peptide displacement; higher % means a stronger effect; in the data active = displacement above about 50%; note: a part of the inactive calls stands beside numbers as strong as those of hits
TNAP activators = human TNAP enzyme activators, primary screen, biochemical, luminescent, no phosphate acceptor, uHTS (AID 1001). Alkaline phosphatase, tissue-nonspecific isozyme (Homo sapiens). one-dose activation fold at 20 µM; EC50 in µM for titrated hits. 200,000 tested, 0.03% active. purified TNAP, luminescent activation assay, no phosphate acceptor; higher activation fold means a stronger effect; in the data active = activation fold from about 3, or a potency from the dose series; inactive = the rest, 99 in 100 with activation fold below about 1.6; note: many of its hits are not listed in these tables
human PMI inhibitors = human PMI inhibitors, high substrate, primary screen, biochemical, fluorescence intensity, high mannose 6-phosphate (AID 1220); recombinant PMI enzyme, coupled fluorescence intensity; higher % means a stronger effect; inhibition, % at 20 µM, or IC50 in µM where a hit was titrated; 190,000 tested, 0.66% active
NOD1 inhibition = NOD1 signaling inhibitors, primary screen, cell-based, luminescence, uHTS (AID 1578); inhibition, % at 4 µM; hits with a dose series show EC50 in µM; 290,000 tested, 1% active; NOD1-driven NF-kB luciferase reporter cells, luminescence; higher % means a stronger effect; in the data active = inhibition mostly above about 36%, no sharp cut-off; inactive = mostly below about 34%;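 note: HEK-293T reporter cells stimulated with the NOD1 agonist gamma-tri-DAP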
* marks the source's active call; other numbers are inactive results; . = not tested or not shown; [ ] = dose if it differs, or a comment. Cut-off read from the data, not from the text of the source, unless noted: active = inhibition above about 50%; inactive = the rest. An excerpt; the hit share may differ from the screen's.

SMILES	KOR beta-arrestin-1	NOD2 inhibition	PMI inhibitors	LYP phosphatase	KOR beta-arrestin-2	XIAP antagonists	TNAP activators	human PMI inhibitors	NOD1 inhibition
O=C(c1ccc(CN2CCc3ccccc3C2)cc1)N1CCN(c2ccccc2)CC1	-47%	14%	21%	-2%	3.7%	-5.9%	1.1	16%	1%
OCc1nc2ccccc2n1CCCOc1ccccc1	10%	-27%	0%	1%	-2.9%	-0.4%	1.1	-6%	.
CCCCn1c(O)c(N=Nc2ccccn2)c2ccccc21	2%	21%	23%	1%	-2.4%	-0.6%	1	13%	-7%
COC(=O)C1C(c2ccccc2)C(C(=O)N2CCN(C)CC2)C1c1ccccc1 (stereo not given)	20%	-14%	7%	-12%	-3.6%	-0.9%	1.1	7%	-11%
O=C(OCc1ccc(COC(=O)c2ccccn2)cc1)c1ccccn1	-11%	10%	3%	-9%	-0.9%	-4.9%	1	-5%	20%
O=C(N/N=C/c1ccccc1F)c1cccc2ccccc12	-23%	-6%	.	-7%	-3.2%	.	.	.	1%
CCN1CCN(CCNC(=O)c2ccc(CS(=O)(=O)c3c(Cl)cccc3Cl)o2)CC1	6%	21%	3%	-8%	6.6%	-0.8%	1.1	-7%	17%
COCCn1c(-c2ccc(OC)cc2)cnc1SCC(=O)Nc1cc(C)on1	-17%	25%	-4%	0%	1.2%	-4.6%	1.1	0%	17%
CCOC(=O)c1ccc(NC(=S)Nc2ccccc2)cc1	-7%	-28%	8%	-6%	-2.6%	-5.0%	0.9	7%	-32%
N/C(=N\OC(=O)CC1CCCCC1)c1ccccn1	23%	-9%	2%	-3%	2.1%	-1.7%	1.1	1%	17%
Cn1c(CNC(=O)c2ccco2)nnc1SCC(=O)Nc1c(F)cc(F)cc1Br	-67%[20 µM]	7%	3%	-5%	-9.4%	-16%	1.1	1%	-23%
COC(=O)c1cc2oc(C)cc2n1CC(=O)N1CCCc2ccccc21	-19%	-1%	15%	-2%	5.5%	4.9%	1.1	18%	13%
COC(=O)c1nc2n(n1)C(c1ccc([N+](=O)[O-])cc1)C(C(=O)Nc1ccc(Cl)cc1)=C(C)N2 (stereo not given)	-1%	12%	-6%	-10%	-6.2%	-1.9%	1.1	-16%	-12%
CCOc1ccc(N(CC(=O)Nc2cc(C)cc(C)c2)S(C)(=O)=O)cc1	-8%	12%	.	-5%	8.0%	.	.	.	1%
CC(C)(C)CC(=O)Nc1ccc(-c2cn3cccnc3n2)cc1	14%	-37%	.	-17%	-1.3%	.	.	.	-13%
Cc1ccccc1C(=O)NNC(=O)Cc1cccc2ccccc12	-5%	17%	-8%	-11%	-1.2%	-3.5%	1.4	-5%	-5%
O=C(NCCc1ccccc1)c1ccc2[nH]c(=O)c(=O)[nH]c2c1	-63%	8%	.	-12%	3.9%	.	.	.	-7%
CCOC(=O)C(CC)/C(C)=N/NC(=O)c1ccc([N+](=O)[O-])cc1 (stereo not given)	8%	1%	-4%	-8%	0.0%	-0.9%	1.1	-9%	15%
Cn1nc(-c2ccc(N3CCOCC3)c(NS(=O)(=O)c3ccccc3)c2)c2ccccc2c1=O	30%	-6%	-10%	-7%	-2.4%	1.2%	1	-34%	-26%
CC(=C/c1ccccc1)/C=N/NC(=O)c1nnn(-c2nonc2N)c1CN1CCC(C)CC1	-35%	-22%	.	5%	1.9%	.	.	.	-12%
O=C(CS(=O)(=O)c1c[nH]c2ccccc12)N1CCCCCC1	-24%	-2%	-8%	-2%	2.8%	-2.2%	1	-1%	-30%
O=C(OCC(=O)c1ccc(Cl)s1)c1ccc2ccccc2n1	27%	9%	-3%	-1%	-2.1%	-9.3%	1.2	-3%	-24%
CN(CC(O)COc1c(F)cc(Br)cc1F)C1CCCCC1 (stereo not given)	0%	-25%	4%	-5%	7.9%	-6.3%	1.1	2%	-48%
COc1ccccc1CNC(=O)COC(=O)c1ccc(NC(N)=O)cc1	-27%	4%	0%	1%	0.5%	-4.7%	1.1	-3%	-30%

Quoted from the listing.
KOR beta-arrestin-1, `CC(C)(C)CC(=O)Nc1ccc(-c2cn3cccnc3n2)cc1` → 14%
LYP phosphatase, `O=C(NCCc1ccccc1)c1ccc2[nH]c(=O)c(=O)[nH]c2c1` → -12%

Exported with two lines to a compound: two of the compounds above
Each structure is followed by: KOR beta-arrestin-1, NOD2 inhibition, PMI inhibitors, LYP phosphatase, KOR beta-arrestin-2, XIAP antagonists, TNAP activators, human PMI inhibitors, NOD1 inhibition
CCOC(=O)C(CC)/C(C)=N/NC(=O)c1ccc([N+](=O)[O-])cc1 (stereo not given)
    8%, 1%, -4%, -8%, 0.0%, -0.9%, 1.1, -9%, 15%
Cn1nc(-c2ccc(N3CCOCC3)c(NS(=O)(=O)c3ccccc3)c2)c2ccccc2c1=O
    30%, -6%, -10%, -7%, -2.4%, 1.2%, 1, -34%, -26%

Additional records
SMILES	KOR beta-arrestin-1	NOD2 inhibition	PMI inhibitors	LYP phosphatase	KOR beta-arrestin-2	XIAP antagonists	TNAP activators	human PMI inhibitors	NOD1 inhibition
Cc1ccc(C(C)NC(=O)c2cc(C)oc2C)cc1 (stereo not given)	4%	4%	13%	0%	8.6%	-8.5%	1.1	7%	-13%
Cc1ccc(CNC(=O)c2cccc(S(C)(=O)=O)c2)cc1	-10%	5%	6%	-9%	-0.7%	-0.3%	1.1	5%	-13%
c1coc(C2Nc3ccccc3C3OCCC23)c1 (stereo not given)	-47%	-5%	-4%	-12%	29%	-5.7%	1.1	-11%	-33%
CN1CCN(C(=O)CCCN2C(=O)/C(=C/c3ccccc3)SC2=S)CC1	-25%	-23%	.	-6%	1.4%	.	.	.	-18%
COc1ccc(C2NC(Cc3ccccc3)(C(=O)O)C3C(=O)N(c4ccccc4OC)C(=O)C23)cc1 (stereo not given)	15%	5%	1%	-9%	-4.3%	-0.4%	1	6%	-13%
CC(=O)N1CCc2cc(S(=O)(=O)CCC(=O)N3CCN(C(=O)c4ccco4)CC3)ccc21	12%	-8%	-9%	-2%	7.5%	-6.5%	1	-11%	-24%
O=C(NCc1ccccn1)c1ccc(Cn2cc(C(F)(F)F)ccc2=O)cc1	2%	-18%	-14%	-4%	-5.5%	-6.0%	1.1	-2%	-19%
Cc1ccc(-c2c(C(=O)N/N=C/c3cccnc3)nnn2-c2nonc2N)cc1	-9%	7%	.	-8%	3.5%	.	.	.	-6%
COc1ccc(CCNC(=O)CCNS(=O)(=O)c2ccc3c(c2)CCN3C(C)=O)cc1OC	17%	2%	10%	-4%	2.4%	0.7%	1.1	12%	-7%
CCCOc1ccc(N2C(=O)CC(SC(=NCC)NCC)C2=O)cc1 (stereo not given)	-7%	15%	-8%	3%	1.9%	-3.8%	1.1	-6%	-14%
COc1ccc(N2CSC3=C(C#N)C(c4cc(OC)c(OC)cc4OC)CC(=O)N3C2)c(OC)c1 (stereo not given)	1%	14%	4.3µM*	-6%	3.3%	-5.9%	1.1	37%	10%
COc1ccc(/C=N/NC(=O)CCCC(=O)NC2CCCCC2)cc1	17%	11%	-3%	-6%	-1.7%	-0.7%	1.1	-4%	.
O=C(c1cccc(N2C(=O)C3C4C=CC(C4)C3C2=O)c1)N1CCN(c2ccccc2Cl)CC1 (stereo not given)	-12%	24%	.	-6%	7.0%	.	.	.	-12%
COc1cc(NC(=O)CN(c2cc(C)cc(C)c2)S(=O)(=O)c2c(C)[nH]c(=O)[nH]c2=O)cc(OC)c1	-4%	7%	.	-6%	-0.5%	.	.	.	-5%
CC(C)(OC(=O)NC(=O)C(F)(F)F)C(C)(C)OC(=O)NC(=O)C(F)(F)F	16%[20 µM]	7%	2%	-4%	5.0%	-7.1%	1.1	-4%	-22%
O=C(CN(c1ccccc1Cl)S(=O)(=O)c1ccccc1)NCc1ccccc1	6%	10%	.	-12%	-4.4%	.	.	.	9%
CN(CC#CC(O)(c1ccccc1)c1ccccc1)C(C)(C)C	-27%	6%	.	-2%	0.8%	.	.	.	-3%
COc1ccccc1NC(=O)CN1CCCCC1	12%	-5%	2%	0%	-3.6%	-1.3%	1.1	-2%	-34%
O=C(CSc1nnc(C2COc3ccccc3O2)o1)Nc1ccc(F)cc1Cl (stereo not given)	9%	5%	9%	-10%	-7.1%	5.2%	1.6	9%	-25%
Cc1ccc(CN2C(=O)CCC2C(=O)NCCc2ccccc2)cc1 (stereo not given)	16%	9%	.	-12%	-6.7%	.	.	.	10%
COc1cc(C(=O)Nc2nnc(CC(C)(C)C)s2)c([N+](=O)[O-])cc1OC	7%	-4%	-4%	5%	0.3%	-10%	1	18%	-29%
Cc1cc2c(cc(C(=O)N3CCC(C(=O)NC4CCCC4)CC3)n2Cc2c(F)cccc2Cl)o1	6%	28%	.	-2%	-0.2%	.	.	.	11%
CCOC(=O)c1c(/N=C/c2cc(OC)cc([N+](=O)[O-])c2O)sc(C)c1C	53%	16%	15%	-2%	-3.5%	-1.9%	0.9	10%	-9%
OC[C@@H](O)[C@H](O)C(/C=N/Nc1ccccc1)=N\Nc1ccccc1	-9%	-110%	.	1%	8.2%	.	.	.	-1%
Cc1occc1C(=O)NC1CCCN(Cc2ccc(Cl)cc2)C1 (stereo not given)	21%	4%	.	-10%	-0.6%	.	.	.	-24%
COc1cc(/C=C(\C#N)C(=O)Nc2cccc(C(=O)O)c2)ccc1OCc1ccc(C)cc1	-35%	-36%	.	-2%	2.7%	.	.	.	-53%
CC1(C(=O)NCc2cccnc2)CCC(=O)N1Cc1cccs1 (stereo not given)	-12%	-5%	10%	-4%	-4.5%	-6.7%	1	8%	-2%
Cc1nc(Nc2ccccc2F)c2oc3ccccc3c2n1	30%	3%	.	0%	-1.7%	.	.	.	-7%
COCc1cc(C)nc2sc(C(=O)Nc3ccccc3C)c(N)c12	9%	7%	.	0%	-1.1%	.	.	.	-20%
Fc1ccc(N2CCN(Cc3ccccn3)CC2)cc1	17%	-2%	-5%	-2%	-3.9%	-4.6%	1.1	-1%	-22%
COc1ccc(OC)c(NC(=O)Cc2coc3cc(C)cc(C)c23)c1	-33%	17%	4%	-8%	3.6%	-2.3%	1.1	0%	0%
O=C(O)Cn1nnnc1-c1ccc(F)cc1	14%	6%	0%	-11%	-3.1%	-4.6%	1.1	-24%	-8%
NC(=O)Cn1c(=O)n(CCc2ccccc2)c(=O)c2c3c(sc21)CCCC3	-2%	4%	13%	0%	1.0%	-8.8%	1.1	14%	12%
CCCCN(C)CCNC(=O)CN1C(=O)CSc2ccc(S(=O)(=O)N3CCCCC3)cc21	-40%	5%	.	-6%	-1.2%	.	.	.	-21%
CCCS(=O)(=O)Nc1c(C(=O)OC)[nH]c2ccccc12	-17%	7%	11%	-1%	-0.8%	-1.3%	1	9%	-32%
CCn1c(COc2ccc(Cl)cc2)nnc1SCC(=O)Nc1ccc2c(c1)OCCO2	-28%	3%	-9%	0%	-0.6%	-4.4%	0.9	-4%	-18%

Screening results (PubChem BioAssay)
